KOR beta-arrestin-1: KOR agonists, beta-arrestin recruitment, primary screen, cell-based, luminescence, uHTS (AID 1777). KOR beta-arrestin recruitment, luminescence; higher % means a stronger effect. Kappa-type opioid receptor (Homo sapiens). 280,000 compounds, 0.02% hits. activation, % at 10 µM; hits with a dose series show EC50 in µM; in the data active = activation above about 50%, passing the limit was not always enough; note: a part of the inactive calls stands beside numbers as strong as those of hits
HEK293 NOD2/NF-kB: NOD2 signaling inhibitors, cell-based, luminescence, uHTS, HEK293 (AID 1566); inhibition, % at 4 µM; hits with a dose series show EC50 in µM; HEK293 NOD2/NF-kB luciferase reporter, luminescence; higher % means a stronger effect; 290,000 compounds, 0.63% hits; note: many of its hits are not listed in these tables
NOD1 inhibition: NOD1 signaling inhibitors, primary screen, cell-based, luminescence, uHTS (AID 1578); NOD1-driven NF-kB luciferase reporter cells, luminescence; higher % means a stronger effect; inhibition, % at 4 µM; hits with a dose series show EC50 in µM; 290,000 compounds, 1% hits; in the data active = inhibition mostly above about 36%, no sharp cut-off; inactive = mostly below about 34%;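 note: HEK-293T reporter cells stimulated with the NOD1 agonist gamma-tri-DAP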
M1AAP inhibition: P. falciparum M1AAP inhibitors, biochemical, fluorogenic H-Leu-NHMec substrate, 1536-well (AID 1445). recombinant M1AAP, H-Leu-NHMec fluorogenic kinetic assay; higher % means a stronger effect. inhibition, % at 30 µM, or IC50 in µM where a hit was titrated. 220,000 compounds, 0.42% hits;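 active = primary inhibition above the hit cutoff, then over 50% inhibition at one or more dose response concentrations, cut at about 23% in these data, passing the limit was not always enough; inconclusive = conflicting primary data, or primary hits not chosen for dose response; inactive = low primary inhibition, or under 50% at every dose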;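 note: plate controls were DMSO full reaction for no effect and no enzyme background for full effect; strong numbers were not always called active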
M17LAP inhibition: P. falciparum M17LAP inhibitors, primary screen, biochemical, fluorogenic H-Leu-NHMec substrate, 1536-well (AID 1619); Leucine aminopeptidase (Plasmodium falciparum (isolate 3D7)); recombinant M17LAP, H-Leu-NHMec fluorogenic kinetic assay; higher % means a stronger effect; inhibition, % at 30 µM, or IC50 in µM where a hit was titrated; 220,000 compounds, 0.38% hits;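 active = compound inhibiting the enzyme by more than half at any dose during confirmatory dose-response retesting; inconclusive = strong single-dose inhibitors picked by rank but not retested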;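 note: plate controls were full reaction with DMSO carrier for no effect and no enzyme background for full effect; strong numbers were not always called active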
Dynein cargo inh: inhibitors of GR-EGFP nuclear translocation, primary screen, dynein cargo transport inhibitor project, imaging, high-content, 3617.4 mouse cells | test concentration mostly 20 µM; stimulated with dexamethasone, 1 µM; stronger effect = lower value | z-score, hits read low | 220,000 compounds, 0.47% hits | AID 1381, 2008;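 active = plate z-score of nuclear minus cytoplasmic receptor signal below a set negative limit, without overly bright fluorescence or cell loss, cut at about -3.5 in these data, passing the limit was not always enough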;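 note: z-score of nuclear minus cytoplasmic ring GR-EGFP intensity difference per well; some compounds called inactive have numbers as strong as hits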
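Also added – dexamethasone, 1.0 µM final · Buffer or medium – tet-free, stripped-serum medium · Schedule – induction 48 h, compound 1 h, agonist 30 min · Detection – formaldehyde fixation, Hoechst nuclear stain, 10x automated fluorescence imaging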
GPR55 activation: GPR55 agonists via beta-arrestin recruitment, primary screen, imaging, U2OS cells, beta-arrestin-GFP redistribution (AID 1961); G-protein coupled receptor 55 (Homo sapiens); U2OS GPR55 beta-arrestin-GFP redistribution imaging; higher % means a stronger effect; activation, % at 10 µM; hits with a dose series show EC50 in µM; 290,000 compounds, 0.048% hits;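 active = activation above 40% with more than 50 cells counted in the well; inconclusive = wells holding fewer than 50 cells, flagged as toxic or sparse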;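 note: U2OS osteosarcoma cells stably expressing GPR55 and beta-arrestin-GFP; plate controls were DMSO negative control for no effect and LPI positive control for full effect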
KOR beta-arrestin-2: KOR antagonists, beta-arrestin recruitment, cell-based, luminescence, uHTS (AID 1778). Kappa-type opioid receptor (Homo sapiens). 290,000 compounds, 0.091% hits. inhibition, % at 10 µM, or IC50 in µM where a hit was titrated. KOR beta-arrestin recruitment, luminescence, antagonist mode; higher % means a stronger effect; note: strong numbers were not always called active
AID2073: inhibitors of Mint1-CaV2.2 protein interaction, biochemical, HTRF (AID 2073); one-dose inhibition, % at 20 µM; IC50 in µM for titrated hits; 290,000 compounds, 0.19% hits; HTRF protein-protein interaction, Mint1-CaV2.2; higher % means a stronger effect; in the data active = inhibition mostly above about 51%, no sharp cut-off; inconclusive = no clear call, values can overlap the other calls; inactive = mostly below about 53%; note: some results filed as inactive read as strong as hits
Dynein cargo inh cytoplasmic EGFP: further read-out of Dynein cargo inh, marked with its call; z-score; measured here: cytoplasmic GR-EGFP intensity; stronger effect = higher value
Dynein cargo inh nuclear GR-EGFP: recorded beside Dynein cargo inh, whose call it bears; z-score; measured here: nuclear GR-EGFP intensity;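 lower value marks the stronger effect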
Dynein cargo inh cell count: further read-out of Dynein cargo inh, marked with its call; z-score; measured here: cell count per field
An asterisk follows results filed as active; ? = inconclusive; . = not tested or not shown; [ ] = dose if it differs, or a comment. Cut-off read from the data, not from the text of the source, unless noted: active = inhibition above about 50%; inactive = the rest.

Results follow in this order: KOR beta-arrestin-1	HEK293 NOD2/NF-kB	NOD1 inhibition	M1AAP inhibition	M17LAP inhibition	Dynein cargo inh	Dynein cargo inh cytoplasmic EGFP	Dynein cargo inh nuclear GR-EGFP	Dynein cargo inh cell count	GPR55 activation	KOR beta-arrestin-2	AID2073
1: COC(=O)c1cc(S(=O)(=O)Nc2cccc(-c3cnco3)c2)oc1C
→ -15%	3%	-6%	.	.	.	.	.	.	0.0%	43%	46%
2: Cn1c(Cc2ccccc2)nnc1SCC(=O)N1CCN(c2ccccc2)CC1
→ 0.2%	-3%	-14%	0%	24%	-0.13	-0.23	-0.12	0.71	-0.1%	-4%	-9%
3: COc1ccc(OC)c(C(=O)c2ccc(C(=O)c3cc(OC)ccc3OC)cc2)c1
→ 0.3%	19%	27%	9%	-6%	-0.002	-0.17	-0.056	0.34	0.1%	-15%	7%
4: CSc1ccccc1NC(=O)CCc1ccccc1
→ -0.4%	-8%	-28%	4%	1%	-0.034	-0.25	0.0049	0.17	0.2%	21%	-11%
5: CC(C)Oc1cccc(C(=O)NC(=S)Nc2ccccc2N2CCOCC2)c1
→ -1.5%	7%	-39%	.	.	.	.	.	.	-0.1%	5%	11%
6: O=C(CSc1ccc(-c2cccnc2)nn1)Nc1ccc(F)c(F)c1
→ 0.3%	20%	-7%	.	.	.	.	.	.	0.3%	-8%	10%
7: Nc1nonc1-n1nnc(C(=O)N/N=C/c2ccc3c(c2)OCO3)c1CSc1ccccc1
→ 17%	-29%	1%	.	.	.	.	.	.	0.3%	-66%	14%
8: CCc1cc2c(SCC(=O)Nc3ccc(Cl)cn3)ncnc2s1
→ -1.8%	10%	-19%	6%	8%	-0.11	-0.33	-0.27	0.16	1.4%	21%	7%
9: CCOC(=O)c1cnc(Nc2nc3ccccc3o2)nc1C
→ -4.3%	14%	78%*	0%	10%	0.89	-0.27	0.56	-0.5	-0.1%	-28%	2%
10: C/C(=N/N1CCN(c2ccccn2)CC1)c1ccc([N+](=O)[O-])cc1
→ 0.4%	17%	-30%	-1%	5%	0.93	-0.11	-0.012	-0.025	-0.1%	-4%	12%
11: Cc1noc(C(F)(F)F)c1C(=O)NNC(=O)c1ccccc1
→ 0.7%	7%	-14%	-1%	8%	1.4	-0.26	0.68	-0.2	-0.2%	-13%	1%
12: NC(=S)Nc1ccc(S(=O)(=O)c2ccc(NC(N)=S)cc2)cc1
→ -2.4%	18%	-1%	.	.	.	.	.	.	0.0%	32%	29%
13: c1ccc(CNc2cncnc2)cc1
→ -2.8%	2%	-29%	.	.	.	.	.	.	0.6%	-20%[20 µM]	10%
14: CCOc1ccc(N(C(=O)Cn2nnc3ccccc32)C(C(=O)NC(C)(C)CC)c2cccn2C)cc1 (centres undefined)
→ 0.6%	-2%	-15%	-4%	24%	1.1	-0.0071	0.59	-0.089	0.5%	-12%	6%
15: Cc1nn(Cc2ccccc2)c(Cl)c1/C=C1\NC(=S)NC1=O
→ 0.0%	-6%	15%	5%	24%	-0.51	-0.31	-0.082	0.058	0.2%	17%	10%
16: C=CCSc1nnc(N2C(=O)C(O)=C(C(=O)c3ccco3)C2c2ccccc2F)s1 (centres undefined)
→ -1.3%	20%	-11%	.	.	.	.	.	.	0.9%	23%	-1%
17: CCN1CCN(C(=S)Nc2cccc([N+](=O)[O-])c2)CC1
→ 0.0%	-3%	24%	7%	5%	-0.7	-0.17	-0.32	-0.25	1.2%	-9%	-21%
18: CCOc1ccc(C2=CS/C(=C(\C#N)c3nnc4n3CCCCC4)N2CC)cc1
→ -1.1%	21%	-2%	13%	17%	3.9	-0.11	1.7	-2.1	-0.2%	10%	-19%
19: O=C(COc1ncnc2ccccc12)NCCc1ccccc1
→ -0.8%	11%	-10%	2%	1%	-0.65	-0.3	0.036	0.94	-0.2%	8%	-3%
20: Cc1ccc(NS(=O)(=O)c2ccc3c(c2)CCC(=O)N3)cc1C
→ -1.2%	18%	3%	5%	0%	0.35	-0.25	0.43	-0.82	-0.5%	-9%	-6%
21: CC1(C)Cc2c(sc(/N=C/N3CCCCC3)c2C#N)C(C)(C)N1
→ 3.3%	8%	-15%	6%	25%	0.33	-0.35	0.29	0.075	0.1%	-34%	-8%
22: Cc1ccc(OCC(=O)c2c[nH]c3ccccc23)c([N+](=O)[O-])n1
→ 4.7%	-27%	-34%	8%	7%	-0.051	-0.25	0.26	0.18	-0.3%	-16%	21%
23: COc1ccc(NC(=O)CSc2nnc(CNC(=O)COc3ccc(Cl)cc3)o2)cc1
→ -5.5%	4%	-14%	-1%	10%	0.74	-0.18	0.42	-1.3	0.1%	-1%	-1%
24: CCOC(=O)c1cc(-c2ccc(C)o2)n[nH]1
→ 4.3%	6%	-10%	2%	-1%	-0.25	0.23	0.29	0.034	-0.1%	38%	-2%
25: N#C/C(=N\Nc1ccc(S(=O)(=O)N2CCCCCC2)cc1)C(N)=S
→ -5.0%	3%	-11%	5%	0%	-0.62	0.63	-0.21	1.2	0.0%	13%[20 µM]	28%
26: O=c1c2ccccc2c(C=NC2CCS(=O)(=O)C2)c(O)n1-c1ccccc1 (centres undefined)
→ 4.8%	6%	7%	21%	7%	0.018	-0.23	0.41	-0.34	0.3%	-3%	0%
27: O=C(CC1C(=O)NCCN1Cc1ccc(F)cc1)NCCCn1cccn1 (centres undefined)
→ .	8%	-49%	0%	2%	-0.28	-0.099	0.17	0.65	0.5%	-25%[20 µM]	-1%
28: O=C(CSc1cnc2ccccc2n1)c1ccc(F)cc1
→ 0.9%	-68%	-41%	4%	25%	-0.63	-0.3	-0.63	0.74	-0.4%	.	15%
29: CC(Oc1cccc(Br)c1)C(=O)N1CCCN(C)CC1 (centres undefined)
→ -3.8%	5%	7%	.	.	.	.	.	.	0.3%	6%	6%
30: CCCc1cc(SCC(=O)Nc2c(C)n(C)n(-c3ccccc3)c2=O)n2c(nc3ccccc32)c1C#N
→ -2.5%	19%	10%	?	4%	-3.4	2.4	-1.4	-0.98	-0.1%	-11%	13%

NOD1 inhibition, entries above that show a hit
cpd	molecule	KOR beta-arrestin-1	HEK293 NOD2/NF-kB	NOD1 inhibition	M1AAP inhibition	M17LAP inhibition	Dynein cargo inh	Dynein cargo inh cytoplasmic EGFP	Dynein cargo inh nuclear GR-EGFP	Dynein cargo inh cell count	KOR beta-arrestin-2	AID2073
9	CCOC(=O)c1cnc(Nc2nc3ccccc3o2)nc1C	-4.3%	14%	78%*	0%	10%	0.89	-0.27	0.56	-0.5	-28%	2%

Pulled one by one from the entries so far, three records:
Results follow in this order: KOR beta-arrestin-1	HEK293 NOD2/NF-kB	NOD1 inhibition	M1AAP inhibition	M17LAP inhibition	Dynein cargo inh	Dynein cargo inh cytoplasmic EGFP	Dynein cargo inh nuclear GR-EGFP	Dynein cargo inh cell count	GPR55 activation	KOR beta-arrestin-2	AID2073
4: CSc1ccccc1NC(=O)CCc1ccccc1
→ -0.4%	-8%	-28%	4%	1%	-0.034	-0.25	0.0049	0.17	0.2%	21%	-11%
14: CCOc1ccc(N(C(=O)Cn2nnc3ccccc32)C(C(=O)NC(C)(C)CC)c2cccn2C)cc1 (centres undefined)
→ 0.6%	-2%	-15%	-4%	24%	1.1	-0.0071	0.59	-0.089	0.5%	-12%	6%
26: O=c1c2ccccc2c(C=NC2CCS(=O)(=O)C2)c(O)n1-c1ccccc1 (centres undefined)
→ 4.8%	6%	7%	21%	7%	0.018	-0.23	0.41	-0.34	0.3%	-3%	0%

The list goes on.
Results follow in this order: KOR beta-arrestin-1	HEK293 NOD2/NF-kB	NOD1 inhibition	M1AAP inhibition	M17LAP inhibition	Dynein cargo inh	Dynein cargo inh cytoplasmic EGFP	Dynein cargo inh nuclear GR-EGFP	Dynein cargo inh cell count	GPR55 activation	KOR beta-arrestin-2	AID2073
31: CC(OC(=O)Cc1cccc(C(F)(F)F)c1)C(=O)Nc1ccc(Cl)cn1 (centres undefined)
→ 13%	-7%	-24%	.	.	.	.	.	.	-0.1%	-23%	8%
32: COc1ccc2c(c1)[nH]c1c(=O)n(CCC3=CCCCC3)cnc12
→ 3.0%	-30%	-52%	1%	-2%	-0.21	0.23	0.089	0.18	-0.1%	-15%	4%
33: Cc1occc1C(=O)N1CCN(c2ccccc2)CC1
→ 5.9%	7%	-13%	2%	-18%	-0.48	-0.23	-0.31	0.19	0.5%	-19%	-11%
34: Cc1nc(-c2ccccn2)sc1C(=O)Nc1ccc(Cl)c(Cl)c1
→ 1.1%	-39%	5%	-1%	8%	-0.32	-0.22	-0.69	0.57	0.4%	-16%	17%
35: COC(=O)c1cn(-c2nc(C)c3c(n2)CCC3)nn1
→ -1.6%	10%	-20%	1%	8%	-1	-0.23	0.25	1.2	-0.2%	4%	-3%
36: Cc1ccc(NC(=O)/C(=C/c2cccc(Br)c2)NC(=O)c2ccco2)cc1
→ 7.5%	11%	-9%	-2%	-4%	1.7	1.7	0.6	-1.1	-0.1%	12%	44%
37: Cc1nc(C)c(-c2nnc(-c3ccccc3Cl)o2)cc1C(=O)NN
→ 0.5%	-10%	-14%	6%	-3%	-0.47	-0.091	0.53	-0.27	0.0%	4%	-2%
38: Cc1cc(NC(=O)Cc2cn3ccsc3n2)n(-c2ccccc2)n1
→ -5.8%	8%	-18%	13%	-5%	0.8	-0.19	-0.31	-0.097	-0.2%	18%	4%
39: CCOC(=O)c1cnc(SCc2nc(N)nc(Nc3ccc(C)cc3)n2)nc1N
→ -1.4%	-1%	-19%	-3%	3%	2.3	-0.2	1	-2.2	-0.4%	19%	-46%
40: COc1cc(Nc2ccc(C(=O)O)cc2[N+](=O)[O-])cc(OC)c1
→ -5.8%	-9%	-28%	8%	0%	-0.024	-0.16	0.61	0.43	0.1%	38%	4%

Screens as filed in PubChem BioAssay.

A portion of the library; rates above refer to the full screens.
